Rad51 HR inh: Rad51 (human) homologous recombination inhibition | Q06609 | hRad51 DNA strand exchange, fluorescence dequenching | inhibition, % at 10 µM | hit rate 0.085% among 200,000;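 active = inhibition above 40% at the single screening dose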;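 note: 0% = DMSO control wells and 100% = blanks with heterologous ssDNA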
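Test system: preformed human Rad51 ssDNA filaments; also added: Donor/quencher-labelled 47-bp dsDNA substrate; doses: 10 µM final, single point; times: 37 °C 15-min filament assembly, 30-min compound preincubation, 15-min exchange; detection: FRET fluorescence dequenching, excitation 485 nm, emission 520 nm; read-out basis: Fluorescence-based percent inhibition, control- and blank-normalised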
FXIa inh: inhibitors of human coagulation factor XIa; P03951; purified FXIa, Boc-Glu-Ala-Arg-AMC fluorogenic substrate; inhibition, % at 5 µM; hit rate 0.14% among 220,000; AID 798;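 active = inhibition of at least 40%; inactive = inhibition below 40%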;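 note: fluorescence of freed AMC excited at 355 nm; 0% = enzyme without compound and 100% = no enzyme blank; many of its hits are not listed in these tables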
Calpain2 inh: inhibitors of pig calpain II | inhibition, % at 16 µM | AID 1236 | purified calpain II, fluorogenic peptide substrate, 30 min | hit rate 0.37% among 220,000;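 active = inhibition above about 50%, limit read from the data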
Cl transport mod: KCC2 (human) Cl- transport modulation; hit rate 2.2% among 190,000; B-score of Tl+ flux slope (higher = more flux/activation; lower = inhibition) at 10 µM; KCC2 cells, thallium flux FluoZin-2 fluorescence;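 active = thallium flux slope and its plate-corrected score both differing from the plate sample mean at a set confidence after two filtering rounds, in either direction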;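 note: slope of fluorescence scaled to starting intensity during 10 to 20 s after thallium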
KLK5 inh: blocks human kallikrein 5 protease activity; recombinant hK5, fluorogenic AMC substrate cleavage; inhibition, % at 5 µM; hit rate 0.59% among 210,000; AID 873;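 active = inhibition of 40% or more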;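 note: 0% = enzyme controls without compound and 100% = no-enzyme blanks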
Target sequence (Q9Y337 67-293 limits assumed): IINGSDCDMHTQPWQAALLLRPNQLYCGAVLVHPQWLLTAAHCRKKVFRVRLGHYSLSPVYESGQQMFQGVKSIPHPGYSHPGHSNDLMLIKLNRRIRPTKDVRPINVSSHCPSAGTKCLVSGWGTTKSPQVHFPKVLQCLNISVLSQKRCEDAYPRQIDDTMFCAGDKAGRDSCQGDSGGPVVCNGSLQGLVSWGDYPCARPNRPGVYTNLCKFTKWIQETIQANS
PERK inh: human PERK inhibition, primary cell-based screen; CHO PERK-DD fusion, SEAP luminescence translation reporter; Q9NZJ5; hit rate 0.17% among 220,000; inhibition, % at 5.6 µM;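 active = inhibition above the mean inhibition of all tested compounds plus 3 SD, set separately per screening campaign, cut at about 2.9% in these data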;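 note: PERK kinase domain activated by AP20187 dimerizer at 100 nM; 0% = DMSO with dimerizer and 100% = rapamycin at 8.4 µM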
Furin inhibitor: human furin inhibition | purified furin, fluorogenic substrate cleavage | inhibition, % at 30 µM | hit rate 0.061% among 220,000; in the data active = inhibition above about 25%; note: inactives centre near -15
Target sequence (P09958 108-714 limits assumed): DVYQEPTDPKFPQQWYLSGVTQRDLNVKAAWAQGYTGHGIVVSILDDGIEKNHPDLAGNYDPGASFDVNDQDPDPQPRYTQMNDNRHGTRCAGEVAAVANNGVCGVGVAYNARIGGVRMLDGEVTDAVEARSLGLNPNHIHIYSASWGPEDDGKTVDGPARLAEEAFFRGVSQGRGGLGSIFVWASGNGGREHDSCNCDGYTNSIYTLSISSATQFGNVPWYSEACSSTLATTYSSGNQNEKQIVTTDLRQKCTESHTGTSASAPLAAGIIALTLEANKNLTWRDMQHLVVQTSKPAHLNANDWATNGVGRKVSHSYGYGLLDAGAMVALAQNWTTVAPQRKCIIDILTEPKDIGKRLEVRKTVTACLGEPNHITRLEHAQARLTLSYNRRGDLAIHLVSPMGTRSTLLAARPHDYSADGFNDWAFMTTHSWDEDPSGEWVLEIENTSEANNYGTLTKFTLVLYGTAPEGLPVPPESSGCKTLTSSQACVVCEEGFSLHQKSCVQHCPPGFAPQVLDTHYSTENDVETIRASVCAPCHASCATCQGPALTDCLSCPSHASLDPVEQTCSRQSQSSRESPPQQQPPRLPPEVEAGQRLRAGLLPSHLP
Thrombin inh: thrombin (human) inhibition. P00734. alpha-thrombin, Boc-VPR-AMC fluorogenic substrate cleavage. inhibition, % at 5 µM. hit rate 0.26% among 220,000;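 active = inhibition at or above 40%; inactive = inhibition below 40%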;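 note: 0% = enzyme with no compound and 100% = wells without enzyme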
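System: Human alpha-thrombin protein | Medium: pH 7.5 Tris (50 mM) with NaCl 150 mM, Tween 20 0.05% | Times: Enzyme reaction carried out at room temperature | Detection: AMC fluorescence, 355/460 nm | Evaluation: Percent inhibition scaled between no-compound controls and no-enzyme blanks | Benchmarks: Enzyme without compound as high, wells lacking enzyme as low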
FXIIa inh 1536: factor XIIa (human) inhibition. inhibition, % at 5 µM. purified FXIIa, Boc-QGR-AMC fluorogenic substrate, 2 h. hit rate 0.3% among 220,000. P00748; in the data active = inhibition above about 40%;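 note: 0% = enzyme with no compound and 100% = blank without enzyme; many of its hits are not listed in these tables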
An asterisk follows results filed as active; i = inactive; · = not tested or not shown; [ ] = another dose, or the depositor's remark. A portion of the library; rates above refer to the full screens.

SMILES	Rad51 HR inh	FXIa inh	Calpain2 inh	Cl transport mod	KLK5 inh	PERK inh	Furin inhibitor	Thrombin inh	FXIIa inh 1536
COc1ccc(-c2noc(CN(C)Cc3ccc(C)o3)n2)cc1	19	-4	-25	-1.6	·	0.6	-20	-5	3
CC(=O)N/N=C/c1ccc(OCCOc2ccc(Br)cc2)cc1	·	9	18	0.16	17	0.6	-5	25	16
Nc1nc(NCc2ccco2)nc(N2CCCCC2)c1[N+](=O)[O-]	7	4	13	-0.33	-5	-0.4	-16	-2	7
Cn1c(SCC#N)nnc1-c1ccc2c(c1)OCO2	4	0	17	0.52	-5	1.2	14[20 µM]	-1	10
Cn1c(SCc2ccccc2F)nc2cccnc21	3	-2	-71	-0.41	-13	0.0	-12	-5	5
CC(=O)Nc1nnc(SCC(=O)NC(C)(C)C)s1	-4	23	-5	·	0	1.6	-15	-3	29
CCc1nnc(NC(=O)CSc2nnc(-c3ccoc3C)n2-c2ccccc2)s1	0	1	12	0.018	-23	0.2	-16[20 µM]	2	-1
COc1ccc(Cc2c(O)nc(SCC(=O)N3CCOCC3)[nH]c2=O)cc1	5	-4	-6	0.43	0	1.0	-29	-3	5
C=CCn1c(=O)c2c(C)c(C)sc2n2c(Nc3ccccc3)nnc12	4	-5	12	0.53	-8	-0.4	-9[20 µM]	-3	7
CCOC(=O)C(C(=O)Nc1cccc(C)n1)C1CCCCC1 (stereo unspecified)	5	4	-19	-0.44	-3	-0.6	-11	4	15
CC(=O)c1c(N2CCN(C(=O)C3CCCO3)CC2)nc(=S)n(-c2ccccc2)c1C (stereo unspecified)	-2	-2	17	·	9	-0.4	-26[20 µM]	-10	7
O=C(NCCCN1CCOCC1)c1ccccc1	4	-2	8	-0.35	-12	0.0	-19[20 µM]	1	8
Cn1cc([N+](=O)[O-])c(C(=O)N/N=C/c2ccc([N+](=O)[O-])cc2)n1	-3	-3	14	0.076	-7	-0.1	-3	-6	3
CC(=O)c1cccc(NC(=O)N[C@@H](CC(C)C)C(=O)O)c1	0	1	-9	-0.13	-2	1.6	-24	0	13
Cc1ccc(CNS(=O)(=O)N(C)C)cc1	5	-5	21	0.58	-10	0.4	-13[20 µM]	-4	-1
COc1ccc(/C=c2\s/c(=C/C(=O)c3ccc(C)cc3)[nH]c2=O)cc1OC	-70	-3	-40	0.62	14	-0.8	6	-4	0
O=C(COc1ccccc1Cl)Nc1ccc2c(c1)OCCO2	-4	-7	-7	-2.6	0	1.5	-22	-4	4
Cc1cc(C)c2nc(N3CCC(C(=O)NCCCN4CCCCC4)CC3)sc2c1	7	0	-1	-2.2	-6	-1.0	-9[20 µM]	-1	12
c1ccc(Sc2nc(N3CCCCC3)nc(N3CCCCC3)n2)nc1	0	-8	20	-0.63	-6	-2.1	-10[20 µM]	-3	5
CCOc1ccccc1Nc1nnc(C)c(=O)[nH]1	-11	0	-5	·	6	-0.2	-18	0	11
CC(=O)C1C(c2ccc(Cl)cc2)c2c(noc2C)CC1(C)O (stereo unspecified)	·	1	-7	-0.61	1	0.3	-13	-5	4
Cc1ccc(-c2nnn(CC(=O)N(Cc3cccs3)C(C(=O)NC3CCCCC3)c3ccco3)n2)o1 (stereo unspecified)	8	2	26	-0.57	-27	0.7	-2[20 µM]	-7	-4
COc1ccc(OCCC(=O)Nc2cc(C)on2)cc1	-4	-3	-10	0.36	2	2.6	7[20 µM]	-15	-13
O=C(NC1CCCCCC1)C1c2ccccc2C(=O)N1CCCN1CCOCC1 (stereo unspecified)	0	-7	-5	0.64	-26	0.6	-28	-4	5
O=C(c1ccc(S(=O)(=O)N2CCOCC2)cc1)N1CCCc2ccccc21	2	5	-1	0.33	-28	-0.6	-9[20 µM]	1	16
Cc1cc(/C=c2/sc3nc4ccccc4n3c2=O)c(C)n1-c1ccccn1	-11	9	-83	·	-7	-1.4	-8[20 µM]	5	19
COc1cc(C=O)ccc1Oc1nnnn1-c1ccc(C(N)=O)cc1	3	-2	-19	-0.62	-16	0.4	-26[20 µM]	-4	3
COc1ccc(S(=O)(=O)NC(CC(=O)NCc2ccc3c(c2)OCO3)c2ccco2)cc1 (stereo unspecified)	6	-1	14	·	35	-0.1	-17	8	8
COc1ccc(N(CC(=O)Nc2ccc(C)c(C)c2)S(=O)(=O)c2c(C)n[nH]c2C)cc1	·	-2	-6	·	-4	-1.0	4	-6	-2
Cc1cc(N)n(-c2ccccc2C)n1	1	-7	0	0.75	-4	0.8	-27	-9	7
CCOc1ccc(-c2csc(NNC3=NCCCCC3)n2)cc1	2	-6	11	-0.76	-5	0.0	-5	-5	1
Cc1c(NC(=O)CC2CC(C)OC2=O)c(=O)n(-c2ccccc2)n1C (stereo unspecified)	-1	·	·	0.39	·	0.3	23[20 µM]	·	·
COc1cccc2sc(Nc3nnc(-c4ccc(F)cc4)o3)nc12	-2	5	-75	·	-73	-1.4	-27	1	15
FCCCOc1ccc(/C=N/OCc2c(Cl)cccc2Cl)cc1	-9	4	8	·	6	-0.2	-15	-3	14
CS(=O)(=O)N(CCc1ccccc1)CC(=O)N1CCN(c2ccc(F)cc2)CC1	3	14	-14	-2.7	-5	-1.2	-18[20 µM]	4	17
O=C(CN1C(=O)NC2(CCc3ccccc32)C1=O)Nc1ccc(N2CCOCC2)cc1 (stereo unspecified)	-10	0	-34	0.2	1	0.7	-13[20 µM]	-2	-8
O=C1CC(c2ccccc2)CC(O)=C1C=Nc1cccc(Cl)c1 (stereo unspecified)	1	1	12	0.02	-21	0.4	-9	-5	6
Cc1nc(NC(=O)c2ccco2)sc1-c1csc(Nc2ccc(Cl)cc2)n1	-7	2	-280	0.13	-20	-0.7	-13[20 µM]	-3	9
O=C(NNC(=O)c1cccc(Br)c1)Nc1ccc(Cl)cc1	20	-3	-24	0.45	-4	1.8	-24	-2	5
COc1ccccc1NC(=S)N(CCCN1CCOCC1)Cc1ccccn1	3	0	-1	0.18	-25	0.6	-21	-5	4
O=C(Nc1ccccc1)c1nc2ccccc2s1	·	7	13	1.9	3	-0.2	-12	-3	0
CC1(C(=O)CSc2n[nH]c(-c3ccccc3Cl)n2)CCC(=O)O1 (stereo unspecified)	-6	0	-39	0.79	-73	0.9	-8	-3	9
O=C(O)c1cccc2c1C(=O)c1ccccc1C2=O	-1	-1	18	-0.64	-3	1.6	-15	-1	4
COc1cc(NC(=O)c2cc(C(C)C)on2)c(OC)cc1Cl	-2	7	12	·	-6	-0.3	-26[20 µM]	2	15
CCOc1ccccc1Nc1ncnc2ccccc12	-6	3	-18	0.26	-23	-0.8	-12[20 µM]	3	14

14 entries from above in a different format.
Every second line gives: Rad51 HR inh | FXIa inh | Calpain2 inh | Cl transport mod | KLK5 inh | PERK inh | Furin inhibitor | Thrombin inh | FXIIa inh 1536
Cc1c(NC(=O)CC2CC(C)OC2=O)c(=O)n(-c2ccccc2)n1C (stereo unspecified)
  -1 | · | · | 0.39 | · | 0.3 | 23[20 µM] | · | ·
COc1cccc2sc(Nc3nnc(-c4ccc(F)cc4)o3)nc12
  -2 | 5 | -75 | · | -73 | -1.4 | -27 | 1 | 15
FCCCOc1ccc(/C=N/OCc2c(Cl)cccc2Cl)cc1
  -9 | 4 | 8 | · | 6 | -0.2 | -15 | -3 | 14
CS(=O)(=O)N(CCc1ccccc1)CC(=O)N1CCN(c2ccc(F)cc2)CC1
  3 | 14 | -14 | -2.7 | -5 | -1.2 | -18[20 µM] | 4 | 17
O=C(CN1C(=O)NC2(CCc3ccccc32)C1=O)Nc1ccc(N2CCOCC2)cc1 (stereo unspecified)
  -10 | 0 | -34 | 0.2 | 1 | 0.7 | -13[20 µM] | -2 | -8
O=C1CC(c2ccccc2)CC(O)=C1C=Nc1cccc(Cl)c1 (stereo unspecified)
  1 | 1 | 12 | 0.02 | -21 | 0.4 | -9 | -5 | 6
Cc1nc(NC(=O)c2ccco2)sc1-c1csc(Nc2ccc(Cl)cc2)n1
  -7 | 2 | -280 | 0.13 | -20 | -0.7 | -13[20 µM] | -3 | 9
O=C(NNC(=O)c1cccc(Br)c1)Nc1ccc(Cl)cc1
  20 | -3 | -24 | 0.45 | -4 | 1.8 | -24 | -2 | 5
COc1ccccc1NC(=S)N(CCCN1CCOCC1)Cc1ccccn1
  3 | 0 | -1 | 0.18 | -25 | 0.6 | -21 | -5 | 4
O=C(Nc1ccccc1)c1nc2ccccc2s1
  · | 7 | 13 | 1.9 | 3 | -0.2 | -12 | -3 | 0
CC1(C(=O)CSc2n[nH]c(-c3ccccc3Cl)n2)CCC(=O)O1 (stereo unspecified)
  -6 | 0 | -39 | 0.79 | -73 | 0.9 | -8 | -3 | 9
O=C(O)c1cccc2c1C(=O)c1ccccc1C2=O
  -1 | -1 | 18 | -0.64 | -3 | 1.6 | -15 | -1 | 4
COc1cc(NC(=O)c2cc(C(C)C)on2)c(OC)cc1Cl
  -2 | 7 | 12 | · | -6 | -0.3 | -26[20 µM] | 2 | 15
CCOc1ccccc1Nc1ncnc2ccccc12
  -6 | 3 | -18 | 0.26 | -23 | -0.8 | -12[20 µM] | 3 | 14

Going on with the list:
SMILES	Rad51 HR inh	FXIa inh	Calpain2 inh	Cl transport mod	KLK5 inh	PERK inh	Furin inhibitor	Thrombin inh	FXIIa inh 1536
O=C1c2cccc([N+](=O)[O-])c2C(=O)N1CCO	2	-5	-14	-0.41	-6	-0.8	-17	8	9
O=S(=O)(c1cccc(-c2cn3cc(Cl)ccc3n2)c1)N1CCOCC1	4	-4	-41	1.1	10	-0.9	-13	0	12
Cn1c(=O)c(=O)n(C)c2cc(S(=O)(=O)NCCc3ccccc3)ccc21	-12	1	-52	·	-11	-0.8	-6	-5	6
CCOC(=O)C1CCN(C(=O)c2ccc(CNS(=O)(=O)c3ccc(OC)cc3)cc2)CC1	·	0	11	0.0023	·	0.6	-42	-1	10
COc1ccc(/C=N/OCC(=O)NCC(C)C)c(OC)c1	1	-6	-6	1.5	-2	-0.4	-20	-6	·
C/C(=N\NC(=O)c1nn(C)cc1Br)c1cccc(NC(=O)c2ccncc2)c1	-2	3	4	0.12	-22	0.7	-14	0	7
N=c1c2c(-c3ccccc3)c(-c3ccccc3)n(Cc3ccco3)c2ncn1CCN1CCOCC1	-1	-3	-17	0.14	-4	-0.8	-23	-1	3
COc1ccc2[nH]c(=O)cc(C(=O)O)c2c1	18	-2	i	-0.16	-16	1.1	-29	-6	3
CC(=O)N(C)c1ccc(NC(=O)Nc2ccccc2C)cc1	-40	-4	-22	-0.18	-5	1.2	-20	-1	7
Cc1cc(NC(=O)CSc2nnc(-c3ccccc3)n2Cc2ccco2)no1	4	3	3	-0.29	-11	0.3	-18[20 µM]	1	12
O=C(CSc1nnc(-c2ccc([N+](=O)[O-])cc2)o1)Nc1ccccn1	-14	-2	9	0.28	-5	2.0	-7	-1	13
